# Source: PubChem
# PKM2 activator – qHTS Assay for Activators of Human Muscle isoform 2 Pyruvate Kinase | Pyruvate kinase PKM (Homo sapiens), P14618 | purified PKM2, Kinase-Glo ATP luminescence, activation; response scale: 0% is enzyme alone, no compound | Potency, µM (doses to about 57.5 µM), for the others: at the highest dose activation, usual class: activators | 0.34% of 260,000 active | AID 1631, 2009; note: potency is the fitted concentration of half-maximal effect; % is set by controls: 0 for no effect and ±100 for the full control effect; nearly all actives have a fitted effect of over 55% in size
# Target sequence (P14618 whole entry, looked up, canonical isoform): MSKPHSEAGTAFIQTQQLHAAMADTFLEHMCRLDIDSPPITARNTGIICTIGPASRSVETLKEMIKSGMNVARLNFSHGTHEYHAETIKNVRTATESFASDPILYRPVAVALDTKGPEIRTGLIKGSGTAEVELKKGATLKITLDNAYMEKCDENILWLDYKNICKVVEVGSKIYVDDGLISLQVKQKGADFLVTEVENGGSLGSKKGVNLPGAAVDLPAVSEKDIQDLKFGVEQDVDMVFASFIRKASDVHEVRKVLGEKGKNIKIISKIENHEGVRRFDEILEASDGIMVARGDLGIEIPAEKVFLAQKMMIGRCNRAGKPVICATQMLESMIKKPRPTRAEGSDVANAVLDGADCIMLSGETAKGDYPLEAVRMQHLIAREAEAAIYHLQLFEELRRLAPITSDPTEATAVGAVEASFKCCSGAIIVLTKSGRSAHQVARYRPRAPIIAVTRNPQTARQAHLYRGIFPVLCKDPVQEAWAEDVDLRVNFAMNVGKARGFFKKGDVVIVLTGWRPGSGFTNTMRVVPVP
#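 hPK-M2, >95% pure; 0.1 mM ADP / 0.5 mM PEP final; imidazole pH7.2 buffer w/ 7 mM MgCl2, 50 mM KCl; 1 h RT; Kinase-Glo lum. Intermediate enzyme activity for dual inhibitor/activator qHTS.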
# Mito fusion act – qHTS Assay for Small Molecule Inhibitors of Mitochondrial Division or Activators of Mitochondrial Fusion; S. cerevisiae fusion-defective mutant growth rescue, CellTiterGlo 48 h; 0.23% of 320,000 active; Potency, µM (series often up to 46.1 µM), inactives show at the top dose growth rescue (activation), most hits filed as activators; AID 485298, 2010;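 note: potency is the fitted concentration of half-maximal effect; % of control where 0% means no effect; nearly all actives have a fitted effect of over 45% in size; temperature-sensitive fusion mutants such as fzo1-1 at 37 °C on non-fermentable ethanol glycerol medium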
#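 Temperature-sensitive fusion-defective S. cerevisiae (e.g. fzo1-1, mgm1-5) were grown with compound in YPEG medium (3% ethanol, 3% glycerol) for 48 hours at 37C. Growth rescue was measured as viability by CellTiterGlo luminescence after 10 minutes at ambient.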
# FLuc modulator – qHTS profiling assay for firefly luciferase inhibitor/activator using purifed enzyme and Km concentrations of substrates (counterscreen for miR-21 project). Luciferin 4-monooxygenase (Photinus pyralis), P08659. purified FLuc, Km substrates, luminescence inhibition. Potency, µM (titrated, usually from 57.5 µM), inactives show top-dose activity change, negative = inhibition, hits mostly inhibitors. 6.9% of 360,000 active;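 note: potency is the fitted concentration of half-maximal effect; plate controls were vehicle for no effect and reference inhibitor for full effect; nearly all actives have a fitted effect of over 55% in size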
# Target sequence (P08659 whole entry, looked up): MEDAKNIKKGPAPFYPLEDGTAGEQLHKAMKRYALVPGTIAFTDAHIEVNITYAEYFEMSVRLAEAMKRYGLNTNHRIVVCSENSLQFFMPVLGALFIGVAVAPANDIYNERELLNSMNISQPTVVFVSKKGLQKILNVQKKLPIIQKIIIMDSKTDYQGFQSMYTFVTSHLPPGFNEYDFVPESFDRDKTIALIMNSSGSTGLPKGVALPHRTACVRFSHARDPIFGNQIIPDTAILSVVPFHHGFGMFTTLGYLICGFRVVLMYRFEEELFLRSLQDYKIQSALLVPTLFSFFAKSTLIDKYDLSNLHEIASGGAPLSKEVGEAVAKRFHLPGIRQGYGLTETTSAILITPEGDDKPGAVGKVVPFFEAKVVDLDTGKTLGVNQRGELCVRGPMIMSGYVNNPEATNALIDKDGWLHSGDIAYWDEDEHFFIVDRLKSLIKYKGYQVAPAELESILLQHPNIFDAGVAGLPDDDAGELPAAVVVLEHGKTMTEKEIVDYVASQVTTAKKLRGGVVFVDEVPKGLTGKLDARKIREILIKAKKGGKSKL
#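 Purified P. pyralis luciferase (10nM final) with 10uM D-luciferin and 10uM ATP (Km levels) in 50mM Tris acetate pH 7.5, 10mM Mg acetate, 0.01% Tween-20, 0.05% BSA; qHTS 6-point titration, ~60 µM downward; luminescence read.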
# VP16 counter – VP16 counterscreen qHTS for inhibitors of ROR gamma transcriptional activity; Drosophila S2 Gal4-VP16 UAS-luciferase, luminescence, 20 h; Potency, µM (highest dose often 53.6 µM), for inactives: at the top dose activity, negative = inhibition, actives largely listed as inhibitors; 3.5% of 310,000 active;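 note: Gal4-VP16 expression switched on by copper sulfate through the metallothionein promoter; potency is the fitted concentration of half-maximal effect; % is set by controls: 0 for no effect and ±100 for the full control effect; nearly all actives have a fitted effect of over 50% in size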
# Rab9 prom act – qHTS Assay for Rab9 Promoter Activators | Huh7 Rab9 promoter-luciferase reporter, luminescence, 24 h | Potency, µM (doses to about 9.22 µM), inactives show at the top dose activation, negative = inhibition, actives largely listed as activators | 2.8% of 320,000 active | AID 485297, 2010; note: potency is the fitted concentration of half-maximal effect; % of control where 0% means no effect; nearly all actives have a fitted effect of over 60% in size
#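 Luciferase signal after 10 min detection reagent at ambient indicates Rab9 promoter upregulation; stably transfected Huh7 cells were treated 24 h with compound in DMSO at 37 °C, 5% CO2.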
# MBNL1 CUG block – qHTS Assay for Inhibitors of MBNL1-poly(CUG) RNA binding; Muscleblind-like protein 1 (Homo sapiens), Q9NR56; TR-FRET MBNL1-His/biotin-(CUG)12 binding, 665/545 ratio; Potency, µM (top dose mostly 57.5 µM), for the others: top-dose activity change, negative = inhibition, most hits filed as inhibitors; 0.036% of 280,000 active; AID 2675, 2010; active = well fitted inhibition curve with a large enough effect in the signal ratio, with a control signal flat, not every such curve was filed as active; inconclusive = small, poorly fitted or top-dose-only effect, or effect the other way, or a change in a side signal; inactive = no such curve, though single readings can be large or run the other way; the % refers to the signal ratio; note: potency is the fitted concentration of half-maximal effect; % is set by controls: 0 for no effect and ±100 for the full control effect
#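 His-tagged MBNL1 binding to biotinylated (CUG)12 RNA was measured by TR-FRET using terbium anti-His antibody (0.055 ng/ul final) and streptavidin-XL665 (5 nM final). Compounds were titrated 92 nM to 58 uM; 60 min at room temperature.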
# ELG1 repair inh – qHTS screen for small molecules that inhibit ELG1-dependent DNA repair in human embryonic kidney (HEK293T) cells expressing luciferase-tagged ELG1; HEK293T ELG1-luciferase reporter, luminescence, 16 h; DNA damage induced by 5-fluorouridine; Potency, µM (doses to about 46.1 µM), for inactives: top-dose activity change, negative = inhibition, hits mostly inhibitors; 2.3% of 330,000 active; AID 504467, 2011; note: potency is the fitted concentration of half-maximal effect; % is set by controls: 0 for no effect and ±100 for the full control effect; nearly all actives have a fitted effect of over 55% in size
#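 In this reporter screen, reduction of luminescence relative to DMSO vehicle indicated activity. Compounds and 5-fluorouridine were added together to 2,000 cells per well, incubated for 16 hr at 37 °C, then developed with ONE-Glo.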
# RORgamma inh – qHTS for inhibitors of ROR gamma transcriptional activity. Nuclear receptor ROR-gamma (Mus musculus), P51450. Drosophila S2 Gal4-RORgamma UAS-luciferase reporter, 20 h. Potency, µM (titrated, usually from 53.6 µM), for inactives: at the highest dose activity change, negative = inhibition, hits mostly inhibitors. 5.4% of 310,000 active; note: potency is the fitted concentration of half-maximal effect; % is set by controls: 0 for no effect and ±100 for the full control effect; nearly all actives have a fitted effect of over 60% in size
#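 ROR gamma transcriptional activity was tracked as Gal4-UAS luciferase output in stably transfected Drosophila Schneider cells, with compound added 1 hr before 700 uM copper sulfate induction and a 20 hr ambient-temperature incubation.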
# KCNH2 3.1 block – qHTS for Inhibitors of KCHN2 3.1: Mutant qHTS | Potassium voltage-gated channel subfamily H member 2, brain isoform KCNH2 3.1 (human) | U2OS KCNH2 3.1, thallium flux FluxOr; stronger effect = lower value | activity change, % (tested at about 1.8 µM) | 0.95% of 340,000 active | AID 720553, 2013;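 active = maximum activity change below -70%; inconclusive = maximum activity change from -70% to -50%; inactive = maximum activity change above -50%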;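 note: thallium influx rate constant from kinetic fluorescence after stimulation buffer; % is set by controls: 0 for no effect and ±100 for the full control effect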
#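 Virally transduced U2OS (3.1 isoform, 4 h infection in dark at RT) → overnight 37 C → FluxOr + Red40 in HBSS/HEPES, 45 min → stimulation buffer, 2 min kinetic read → rate constant vs DMSO controls.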
# NPC1 promoter act – qHTS Assay for NPC1 Promoter Activators | Huh7 NPC1 promoter luciferase reporter, 24 h | Potency, µM (doses to about 9.22 µM), inactives show top-dose activation, most hits filed as activators | 2.4% of 320,000 active | AID 485313, 2010;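 note: potency is the fitted concentration of half-maximal effect; % of control where 0% means no effect; nearly all actives have a fitted effect of over 60% in size; reporter is driven by a mutant NPC1 promoter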
#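 Huh7 reporter cells (NPC1 promoter driving luciferase) are dosed with compound for 24 h at 37 °C, 5% CO2; luciferase detection reagent is then added and luminescence measured after 10 min at ambient temperature.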
# Menin-MLL TR inh – qHTS Assay for Inhibitors Targeting the Menin-MLL Interaction in MLL Related Leukemias: Competition With Texas Red Labeled MLL-derived Mutant Peptide; Menin + Texas Red MLL mutant peptide, fluorescence polarization; AID 1768, 2009; 0.23% of 270,000 active; O00255; Potency, µM (doses to about 61.6 µM), inactives show top-dose FP activity change, negative = inhibition, most hits filed as inhibitors; active = well fitted inhibition curve with a large enough effect in the polarisation, with a control signal flat, not every such curve was filed as active; inconclusive = small, poorly fitted or top-dose-only effect, or effect the other way, or a change in a side signal; inactive = no such curve, though single readings can be large or run the other way; the % refers to the polarisation; note: potency is the fitted concentration of half-maximal effect; % of control where 0% means no effect; many of its hits are not listed in these tables
# Numbers without * were called inactive; ? = inconclusive; . = not tested or not shown; [ ] = dose if it differs, or a comment. Unless noted, calls come from the whole dose curve; as a rule, active = well fitted curve in the direction sought with a large enough effect; inconclusive = small, poorly fitted or top-dose-only effect, or another doubt; inactive = no such curve, though single readings can be large; an effect the other way counts as inactive or inconclusive. This is a subset. The share of hits here may be higher or lower than overall.
SMILES,PKM2 activator,Mito fusion act,FLuc modulator,VP16 counter,Rab9 prom act,MBNL1 CUG block,ELG1 repair inh,RORgamma inh,KCNH2 3.1 block,NPC1 promoter act,Menin-MLL TR inh
COc1cccc(CCNc2ccc(N3C(=O)CC(C)C3=O)cc2[N+](=O)[O-])c1 (stereo unspecified),-13%,18%,-9%,-5%,8%,?,0%,2%,1,0%,?
Cc1onc(-c2c(Cl)cccc2Cl)c1C(=O)O/N=C(\C#N)c1c(Cl)cccc1Cl,-3%,-3%,0%,5%,-3%,.,0%,4%,0,1%,.
O=C(/C=C/c1ccccc1Cl)NCc1ccco1,-9%,0%,24µM*,-1%,-22%,11%,?,16%,-8,?,16%
CCN(CC)CCN(C(=O)c1cc2ccccc2cc1OC)c1nc2ccc(F)cc2s1,-9%,-35%[inhibitor],0%,-1%,-11%,2%,-20%,?,-28,1%,-4%
CC12CCC(c3c(CO)nn(-c4ccccc4)c31)C2(C)C (stereo unspecified),4%,4%,13%,-12%,-3%,-5%,?,-14%,11,-1%,-14%
CC12CCC(C(=O)Nc3cccc(Cl)c3)(C(Br)C1=O)C2(C)C (stereo unspecified),-2%,17%,6%,3%,-1%,-9%,-10%,3%,-1,-1%,?
Cc1ccc(C)c(NC(=O)CCN2CC(C)CC(C)C2)c1 (stereo unspecified),2%,1%,-2%,-5%,0%,5%,?,-27%,-73*,3%,-5%
O=C(CSc1nnc(-c2ccc(F)cc2)o1)c1ccc2c(c1)OCCO2,-16%,-4%,-15%[2.3 µM],1%,-1%,-2%,6%,-6%,-3,0%,17%
CCOC(=O)Nc1sc2c(c1C(=O)OCC)CCC2,-7%,-1%,0%,12%,11%,2%,11%,8%,-31,1%,-18%
CCc1ccccc1NC(=O)CC(O)(C(=O)OC)C(F)(F)F (stereo unspecified),3%,-2%,10%,-7%,-2%,-13%,1%,-16%,2,3%,9%
CCCN(CCC)CCNC(=O)C(NS(=O)(=O)c1ccc2c(c1)CCC(=O)N2)c1ccccc1 (stereo unspecified),6%,-4%,-2%,-4%,-3%,9%,16%,-7%,-1,0%,-14%
N#Cc1nc(Cc2ccccc2)oc1NCCN1CCOCC1,2%,3%,3%,-1%,-5%,-8%,0%,9%,6,-4%,0%
O=C1NC(Cc2c[nH]c3ccccc23)C(=O)N1Cc1cccc2ccccc12 (stereo unspecified),6%,16%,5%,-17%,-7%,-3%,-12%,20%,24,0%,?
O=C(O)CCn1c(SCc2cc(=O)n3ccccc3n2)nc2ccsc2c1=O,10%,13%,-9%,13%,-1%,?,?,2%,3,-1%,-20%
CCOC(=O)c1ccc(NC(=O)CSc2nnc(Cn3c(=O)sc4ccccc43)n2C)cc1,-1%,-3%,-1%,1%,-4%,-3%,25%,-1%,9,1%,-8%
COc1ccc(C(=O)Nc2c(C(C)(C)C)nn(C)c2C(C)(C)C)cc1,-3%,4%,-1%,5%,-10%,.,-1%,-22%,3,0%,.
COc1ccccc1-c1c(C)nn2c(N3CCN(Cc4ccccc4)CC3)cc(C)nc12,-4%,0%,-2%,1%,0%,-11%,?,-23%,-6,-2%,-1%
COc1ccccc1NS(=O)(=O)c1cccc(C(=O)N/N=C/c2ccc(NC(C)=O)cc2)c1,3%,-1%,-7%,-13%,0%,4%,11%,-10%,-4,-1%,-8%
O=C(Nc1ccc(N2CCOCC2)cc1)c1cc2c(s1)CCCC2,1%,0%,?,22%,2%,4%,10%,?,2,10%,22%
COCCN1CN=C(Nc2nc(C)c3ccc(C)cc3n2)NC1,-6%,3%,0%,-9%,2%,-10%,-23%,15%[10 µM],.,1%,-15%
O=C(O)CCCC(=O)Nc1ccccc1Br,0%,-3%,0%,-8%,0%,-3%,15%,0%,-34,0%,23%
Cc1cccc(-n2c(CCc3ccccc3)nnc2SCC(=O)c2ccccc2)c1,-11%,15%,-2%,11µM*,-6%,?,?,?,7,-3%,-21%
Cc1nn(-c2ccccc2)c(Cl)c1/C=N/NC(=O)c1ccnn1C,.,16%,2.7µM*,15%,2.8µM*,0%,?,-13%,8,1.4µM*,.
COc1ccc(CNC(=O)CN(C2CCCCC2)S(C)(=O)=O)cc1,4%,1%,-2%,-5%,0%,5%,-10%,-5%,-13,0%,4%
Cc1ccc(N2C(=O)c3ccccc3C2Nc2ccccc2)nc1 (stereo unspecified),-16%,2%,-1%,15%,7%,7%,?,18%,2,2%,8%
Cc1ccc(CNC(=O)C2CCN(S(=O)(=O)c3cccs3)CC2)cc1,?,-6%,-2%,-5%,2%,-5%,2%,42%,-2,-1%,?
Cc1c(C(=O)NCc2ccco2)cccc1[N+](=O)[O-],1%,-1%,4%,-5%,1%,0%,1%,3%,-1,0%,6%
Cc1cccc(CN2CCN(c3nc4nonc4nc3NC3CC3)CC2=O)c1,3.5µM*,3%,1%,-3%,0%,19%,1%,-1%,.,-2%,17%
CCOC(=O)Nc1cccc(Cl)c1C,1%,0%,5%,5%,5%,3%,22%,1%,0,1%,-4%
CCn1c(SCC(=O)Nc2cc(OC)ccc2OC)nnc1C1CCCCC1,-11%,1%,-3%,-4%,2%,-12%,?,-19%,16,3%,-7%
CC(=O)N1CCOc2ccc(S(=O)(=O)N3CCC(C(=O)Nc4cc(C)ccc4C)CC3)cc21,.,1%,2%,0%,1%,-6%,-15%,27%,2,5%,13%
COCC(=O)N(C)C1(c2nnnn2CCOC(=O)Nc2ccc(Cl)cc2)CCCC1,1%,2%,-11%,1%,-3%,6%,3%,65%,-14,-2%,-16%
COc1cc(OC)cc(-c2nnc(NC(=O)Cc3ccc(F)cc3)o2)c1,.,1%,3%,0.63µM*,-3%,0%,14%,0.71µM*,-1,-20%,.
COc1ccc(C2(CNC(=O)c3ccc(OC)c([N+](=O)[O-])c3)CCOCC2)cc1OC,-1%,4%,4%,-5%,-5%,?,?,16%,-3,1%,5%
CC(=O)c1cccc(NS(=O)(=O)c2cc(-c3cnc(C4CC4)o3)ccc2C)c1,-2%,24%,?,-15%,-6%,-17%,?,-1%,-3,-15%,12%
COc1ccc(CNC(=O)COC(=O)C2CC2C)cc1OC (stereo unspecified),.,3%,1%,.,-8%,.,-7%,.,24,-3%,.
COc1cc2c(cc1OC)C(c1ccccc1)N(C(=O)c1cccc(S(C)(=O)=O)c1)CC2 (stereo unspecified),4%,-5%,-1%,-1%,5%,-4%,-4%,4%,5,1%,-10%
O=C(Nc1nnc(SCC(=O)N2CCOCC2)s1)C1CC(=O)N(c2ccccc2)C1 (stereo unspecified),0%,1%,4%,1%,1%,-4%,9%,0%,-2,-3%,4%
CC1CC(C)CN(c2nc3c(c(=O)n(C)c(=O)n3C)n2CCSc2ncccn2)C1 (stereo unspecified),-6%,8%,0%,14%,-2%,-10%,-3%,-44%,-9,2%,-5%[11.7 µM]
O=C(/C=C/Nc1ccccc1)c1ccccc1,4%,7%,0.34µM*,5%,1µM*,?,?,-6%,-2,0.56µM*,-2%
O=C(COc1cccc(F)c1)Nc1nc(-c2cccnc2)cs1,.,0%,-19%,.,-6%,.,?,.,6,0%,.
Cc1ccc(NC(=O)C2CC(=O)N(C(C)c3ccccc3)C2)cc1 (stereo unspecified),.,-4%,4%,.,2%,.,23%,.,-5,-3%,.
CCN(CC)c1ccc(C=Nc2cc(C)cc(C)c2)c(O)c1,-27%,.,?,-21%,8%,-9%[11.5 µM],2%,-4%,-5,1%,7%
Cc1ccc(S(=O)(=O)Nc2ccc(C(OC(=O)c3ccccc3[N+](=O)[O-])(C(F)(F)F)C(F)(F)F)cc2)cc1,10%,-31%[inhibitor],4%,-3%,-2%,-6%,?,-7%,23,1%,?
c1ccc2c(Nc3nc(N4CCOCC4)c4ccccc4n3)cccc2c1,6%,?,?,?,-4%,9%,23µM*,-13%,-21,0%,0%
